TRPM1 prom inh – reduces MITF-dependent TRPM1 promoter luciferase signal; SK-MEL-5 TRPM1 promoter luciferase, 24 h; inhibition, % at 12.5 µM; 330,000 tested, 0.83% active;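 active means mean inhibition across replicates of 60% or more, whatever share of single replicates reaches that level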; further: values of inactives mirror those of a sister screen read the other way
Shn3 3UTR inh – inhibitors of Schnurri-3 3'UTR reporter in osteoblasts | inhibition, % at 12.5 µM | Clone20 osteoblast Shn3 3'UTR firefly luciferase, 24 h | 360,000 tested, 0.52% active | AID 588674;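 active means mean inhibition of at least 75% with every replicate also reaching 75%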;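 further: 0% = median of neutral control wells and 100% = pilot-screen positive control compound; some compounds past the cut are filed as inactive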
PDI turbidity – PDI (human) enzyme inhibition. P07237. 350,000 tested, 0.052% active. AID 588391. PDI insulin aggregation turbidity, A650, 90 min. inhibition, % at 10 µM;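 active means mean inhibition across replicates of 30% or more, whatever share of single replicates reach that level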;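 further: absorbance from insulin aggregation driven by PDI reduction with DTT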
Target sequence (P07237 whole entry, looked up): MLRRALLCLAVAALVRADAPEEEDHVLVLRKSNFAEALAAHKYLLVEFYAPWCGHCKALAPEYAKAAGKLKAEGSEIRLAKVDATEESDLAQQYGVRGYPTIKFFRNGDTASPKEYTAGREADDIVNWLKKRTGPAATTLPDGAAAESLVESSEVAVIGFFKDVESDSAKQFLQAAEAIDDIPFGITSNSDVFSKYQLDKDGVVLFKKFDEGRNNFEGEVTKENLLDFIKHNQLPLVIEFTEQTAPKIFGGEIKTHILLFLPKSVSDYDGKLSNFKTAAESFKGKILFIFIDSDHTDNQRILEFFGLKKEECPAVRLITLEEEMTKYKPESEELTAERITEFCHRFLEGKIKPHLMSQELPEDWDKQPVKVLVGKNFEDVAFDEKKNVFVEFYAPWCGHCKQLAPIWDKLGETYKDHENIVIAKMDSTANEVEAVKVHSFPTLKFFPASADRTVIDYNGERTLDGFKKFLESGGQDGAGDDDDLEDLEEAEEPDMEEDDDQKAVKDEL
HIF-2a block – blocks HIF-2a reporter activity. 786-0 RCC cells HIF-2a reporter, luciferase luminescence, overnight. inhibition, % at 18.8 µM. 360,000 tested, 0.72% active. AID 624352;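 active means inhibition of the luminescence signal of 40% or more relative to plate controls, in a single-dose primary screen at 18.75 µM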
Peg3 prom inh – reduces Peg3 promoter-driven luciferase expression in HeLa; HeLa PEG-Prom luciferase reporter, luminescence, overnight; inhibition, % at 20 µM; 360,000 tested, 1.7% active; AID 588405;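 active means inhibition of at least 50% at 20 µM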
CaV13 FRET inh – Primary screen for inhibitors of IQ motif and Ca2+-dependent inactivation inhibitor domain binding in CACNA1D, Förster resonance energy transfer in living cells, … | inhibition, % at 12.3 µM | 340,000 tested, 0.098% active | AID 743397 | HEK cells, CFP/YFP FRET ICDI-IQ, plate reader, 10 min; percent FRET-ratio fall versus neutral wells;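 active means mean replicate inhibition of at least 30% and at least 1% of replicates passing that level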;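 further: 0% = median of the neutral control wells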
CF NFkB block – inhibitors of cystic fibrosis induced NF-kB. 360,000 tested, 0.86% active. KKLEB NF-kB-GFP reporter, PAF-induced, GFP fluorescence overnight. inhibition, % at 5 µM;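 active means at least 50% inhibition at 5 µM, scaled per plate between neutral and stimulator controls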;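 further: PAF is a Pseudomonas aeruginosa culture filtrate used as stimulus; plate controls were PAF-stimulated DMSO wells for no effect and unstimulated DMSO wells for full effect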
NR2E3 ag-1 – activates human NR2E3 receptor. Q9Y5X4. CHO-S Gal4-NCOR/VP16-NR2E3 two-hybrid, luciferase. inhibition of corepressor binding, % at 3.98 µM. 360,000 tested, 0.35% active. AID 602229;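 active means inhibition above the mean of all tested compounds plus 3 SD, cut at about 70% in these data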;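 further: 0% = DMSO with NR2E3 transfected cells and 100% = cells lacking NR2E3 construct; higher means lower luciferase signal from less NR2E3 corepressor binding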
Target sequence (Q9Y5X4 whole entry, looked up, the tested form may be a part): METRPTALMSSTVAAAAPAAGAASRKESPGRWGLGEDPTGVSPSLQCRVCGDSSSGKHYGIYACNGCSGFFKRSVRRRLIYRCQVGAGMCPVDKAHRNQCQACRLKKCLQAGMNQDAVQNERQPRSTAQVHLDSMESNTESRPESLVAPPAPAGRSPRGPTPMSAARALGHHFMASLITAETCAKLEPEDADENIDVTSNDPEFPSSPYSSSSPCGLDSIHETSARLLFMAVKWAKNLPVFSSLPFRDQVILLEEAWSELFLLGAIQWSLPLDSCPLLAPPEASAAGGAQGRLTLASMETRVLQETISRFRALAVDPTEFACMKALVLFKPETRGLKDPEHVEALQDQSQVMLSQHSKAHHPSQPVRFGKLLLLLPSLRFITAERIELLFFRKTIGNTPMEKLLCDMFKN
NR2E3 ag-2 – activates human photoreceptor nuclear receptor NR2E3 | Q9Y5X4 | AID 2300 | GST-NR2E3/biotin-RetCOR TR-FRET, 1536-well | 320,000 tested, 0.12% active | inhibition of corepressor binding, % at 4.78 µM;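 active means percent inhibition above the cutoff of mean plus 3 SD of all tested compounds, set per screening campaign, cut at about 20% in these data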;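 further: 0% = DMSO wells and 100% = biotin wells as full block of FRET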
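Material – GST-tagged NR2E3 plus biotinylated RetCOR corepressor · Quantity – NR2E3 fusion 1.35 nM · Times – 5 h incubation at 4 °C · Medium – pH 7.5 Tris-based buffer · Technique – TR-FRET, Eu(K)-anti-GST donor, streptavidin-D2 acceptor, ex 340, em 617/671 nm · Benchmarks – high control biotin, low control 0.6% DMSO · Format – 1536-well plates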
Vif imaging – inhibitors of HIV Vif. 340,000 tested, 0.35% active. AID 602346. inhibition, % at 7.49 µM. HEK293T cells, Vif self-association by quenched fluorescence, imaging, 24 h; in the data active means inhibition above about 50%, passing the limit was not always enough; further: some results filed as inactive read as strong as hits
KKLEB tox – reduces viability of KKLEB cystic fibrosis airway cells | KKLEB CF airway cells viability, ATPlite luminescence, overnight; active compounds read low; cells stimulated with P. aeruginosa culture filtrate | activity change (cytotoxicity), % at 5 µM | 360,000 tested, 0.36% active;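 active means corrected activity change at or below -50% at 5 µM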
The depositor's hits bear a star; nt = not tested or not shown.

SMILES | TRPM1 prom inh | Shn3 3UTR inh | PDI turbidity | HIF-2a block | Peg3 prom inh | CaV13 FRET inh | CF NFkB block | NR2E3 ag-1 | NR2E3 ag-2 | Vif imaging | KKLEB tox
O=C(NN1CCOCC1)c1ccc(Br)cc1 | 0 | 9 | 1 | 8 | 6 | -3 | -4 | -16 | -4 | 9 | 0
CCOc1ccc(C(C)=O)cc1Cn1c(=O)oc2ccccc21 | -18 | 10 | -4 | 7 | 17 | -4 | 0 | -14 | 3 | -7 | -2
Cn1nccc1C(=O)N1CCN(c2ncccn2)CC1 | -17 | -8 | -6 | 11 | 12 | -4 | 15 | -23 | -1 | 1 | -25
COc1cccc(CSc2nc3sc(C)c(C)c3c(=O)n2Cc2ccco2)c1 | 11 | 27 | -2 | 13 | 33 | -8 | 12 | -3 | -3 | -17 | 0
O=C(Oc1cccc2ccccc12)c1cc(Cl)nc2ccccc12 | 3 | 2 | -5 | 19 | -14 | -6 | -8 | 18 | 1 | 0 | -3
CCOC(=O)c1c(NC(=O)COC(=O)c2cc(OC)c(OC)cc2[N+](=O)[O-])sc(C)c1C | 8 | 68 | 0 | 11 | 19 | -4 | 40 | -22 | 0 | 0 | -25
S=c1[nH]nc(/C=C/c2ccccc2)o1 | 3 | 13 | 5 | 9 | 17 | -6 | 7 | -3 | 5 | -1 | -3
Cc1ccc(C)c(NC(=O)CCN2C(=O)c3ccccc3C2=O)c1 | 12 | -2 | 1 | 14 | 6 | -17 | 11 | -30 | nt | 1 | 7
COc1ccc(N2CCN(C(=O)CC(NC(N)=O)c3cccc(Oc4ccccc4)c3)CC2)cc1 (stereo unspecified) | 2 | 21 | -2 | 8 | 12 | -4 | -14 | 1 | 0 | -27 | 11
COc1cc(C2C(C#N)=C(N)N(N(C)C)C3=C2C(=O)CCC3)ccc1O (stereo unspecified) | 0 | 2 | 6 | 12 | 18 | -5 | 5 | 11 | nt | -4 | -4
CN1CC(=O)N/C1=N\C(=O)Nc1ccc(O)cc1 | -7 | 3 | 4 | 2 | 5 | -3 | -14 | -33 | 3 | -16 | -14
CCOc1ccc(S(=O)(=O)Nc2cc(Cl)ccc2O)cc1 | 11 | 2 | 12 | 9 | 27 | nt | 14 | 37 | 4 | -13 | -3
N#CCC(=O)Nc1ccc(C(=O)NCC(c2ccco2)N2CCCCC2)cc1 (stereo unspecified) | 9 | 4 | -1 | 16 | -9 | -22 | -9 | 21 | -3 | -5 | -7
CC(C)(C)C(=O)N1CCN(c2ccc([N+](=O)[O-])cc2-n2cccc2)CC1 | 17 | 17 | 8 | 6 | 14 | -19 | 12 | 18 | -3 | -13 | -7
CSc1nc(-c2ccco2)nn1C(=O)Cc1ccccc1 | 2 | 3 | -2 | 1 | -6 | -4 | 7 | -9 | -3 | -2 | -7
CC(=O)Nc1nc(C)c(-c2csc(Nc3ccc(O)cc3)n2)s1 | 46 | 42 | 5 | 0 | 37 | nt | 78* | -4 | -4 | 61* | -17
C=CCn1c(Cc2nc3ccc(Cl)cc3[nH]2)n[nH]c1=S | 6 | 5 | -7 | -25 | 0 | nt | -2 | -17 | 1 | -7 | 4
Cc1ccc(C(=O)C2=C(O)C(=O)N(Cc3cccnc3)C2c2ccc(OC(C)C)cc2)o1 (stereo unspecified) | 6 | 4 | -5 | 4 | 2 | -6 | -20 | 13 | 22* | -14 | -12
COC(=O)c1ccc(S(=O)(=O)N2CCCN(Cc3cccc(Br)c3F)CC2)n1C | 18 | 50 | -1 | 14 | 11 | -3 | 10 | 29 | 2 | 3 | -4
O=S(=O)(NCC1NCCc2ccccc21)c1ccccc1 (stereo unspecified) | 5 | 3 | 9 | -22 | -22 | -5 | -2 | -42 | -2 | 3 | -1
Cc1nnc(SCC(=O)Nc2cc(S(=O)(=O)N3CCOCC3)ccc2N2CCCC2)s1 | -8 | -5 | -3 | 16 | 3 | -2 | -24 | -3 | nt | 7 | 1
COCCCN(C(=O)CCSc1ccc(F)cc1)c1c(N)n(Cc2ccccc2)c(=O)[nH]c1=O | -1 | -2 | -6 | 5 | 14 | -6 | 8 | 0 | -2 | 3 | 6
CCCCc1[nH]nc2c1C1(C(=O)N(CC)c3ccccc31)C(C#N)=C(N)O2 (stereo unspecified) | 12 | 13 | 14 | 15 | 10 | nt | 7 | 9 | 0 | nt | -7
O=C(COc1ccc2cc(Br)ccc2c1)N1CCCC1 | -34 | -51 | -5 | -214 | -205 | nt | -22 | -82 | 4 | -6 | 8
CC(=O)Nc1ccc(N2CCCCC2)cc1 | -2 | -12 | 0 | -12 | -23 | nt | 7 | 8 | 0 | -2 | 4

An excerpt of these results, in markdown.
| Molecule | TRPM1 prom inh | Shn3 3UTR inh | PDI turbidity | HIF-2a block | Peg3 prom inh | CaV13 FRET inh | CF NFkB block | NR2E3 ag-1 | NR2E3 ag-2 | Vif imaging | KKLEB tox |
| --- | --- | --- | --- | --- | --- | --- | --- | --- | --- | --- | --- |
| Cc1ccc(C(=O)C2=C(O)C(=O)N(Cc3cccnc3)C2c2ccc(OC(C)C)cc2)o1 (stereo unspecified) | 6 | 4 | -5 | 4 | 2 | -6 | -20 | 13 | 22* | -14 | -12 |
| COC(=O)c1ccc(S(=O)(=O)N2CCCN(Cc3cccc(Br)c3F)CC2)n1C | 18 | 50 | -1 | 14 | 11 | -3 | 10 | 29 | 2 | 3 | -4 |
| O=S(=O)(NCC1NCCc2ccccc21)c1ccccc1 (stereo unspecified) | 5 | 3 | 9 | -22 | -22 | -5 | -2 | -42 | -2 | 3 | -1 |
| Cc1nnc(SCC(=O)Nc2cc(S(=O)(=O)N3CCOCC3)ccc2N2CCCC2)s1 | -8 | -5 | -3 | 16 | 3 | -2 | -24 | -3 | nt | 7 | 1 |
| COCCCN(C(=O)CCSc1ccc(F)cc1)c1c(N)n(Cc2ccccc2)c(=O)[nH]c1=O | -1 | -2 | -6 | 5 | 14 | -6 | 8 | 0 | -2 | 3 | 6 |
| CCCCc1[nH]nc2c1C1(C(=O)N(CC)c3ccccc31)C(C#N)=C(N)O2 (stereo unspecified) | 12 | 13 | 14 | 15 | 10 | nt | 7 | 9 | 0 | nt | -7 |
| O=C(COc1ccc2cc(Br)ccc2c1)N1CCCC1 | -34 | -51 | -5 | -214 | -205 | nt | -22 | -82 | 4 | -6 | 8 |
| CC(=O)Nc1ccc(N2CCCCC2)cc1 | -2 | -12 | 0 | -12 | -23 | nt | 7 | 8 | 0 | -2 | 4 |

(continued)
SMILES | TRPM1 prom inh | Shn3 3UTR inh | PDI turbidity | HIF-2a block | Peg3 prom inh | CaV13 FRET inh | CF NFkB block | NR2E3 ag-1 | NR2E3 ag-2 | Vif imaging | KKLEB tox
N/C(=N\OC(=O)C1CC1)c1ccc([N+](=O)[O-])s1 | 11 | 6 | 3 | -8 | -10 | -3 | -9 | 12 | -2 | -5 | 8
CCOc1ccccc1N(CC(=O)O)S(=O)(=O)c1ccc(C)cc1 | 10 | 5 | 7 | 18 | 7 | nt | -2 | -7 | 0 | nt | 8
CCn1nc(C(=O)NCC(c2cccs2)N2CCOCC2)c2ccccc2c1=O (stereo unspecified) | -3 | -21 | 2 | 7 | -8 | -6 | 30 | -10 | -3 | -1 | -6
Cc1cccc(C)c1OCC(=O)Nc1ccc2c(c1)C(=O)NC2=O | 0 | -3 | 10 | 5 | 7 | nt | 8 | -3 | 3 | -4 | -7
Clc1cccc(CN2CCSCC2)c1Cl | 9 | -14 | -2 | 6 | 11 | -5 | 20 | 16 | nt | -2 | 2
Nc1ccc2nc(SCC(=O)N3CCN(c4ccccc4)CC3)sc2c1 | 4 | -4 | -4 | -33 | 5 | -5 | -24 | -5 | -2 | -11 | 15
O=C(NCc1ccc(-c2csnn2)cc1)c1cc(Cl)cc(Cl)c1 | 0 | 2 | 12 | 14 | 8 | -5 | -1 | -3 | -2 | 2 | -5
COc1ccccc1-c1cc(-c2ccccc2)nc(=O)[nH]1 | 7 | -8 | 0 | -7 | 2 | -18 | 2 | -3 | -1 | -3 | 5
COc1ccc(N(CC(=O)NCc2ccco2)S(=O)(=O)c2ccc(C)cc2)cc1 | 15 | 7 | -1 | 1 | 17 | nt | -8 | 6 | 2 | -16 | 17
Nc1c(C(=O)CSc2ccccn2)c(=O)[nH]c(=O)n1C1CC1 | -18 | -2 | -8 | -110 | -38 | -6 | -33 | -31 | 3 | 3 | 9
C/C(=N\NC(=O)c1ccc(CSc2cccc3cccnc23)cc1)C1CCCCC1 | -1 | 3 | 6 | -10 | -6 | -3 | 8 | 4 | -1 | nt | 5
CC(=O)NS(=O)(=O)c1ccc(N2C(=O)c3ccccc3C2=O)cc1 | -7 | -4 | -3 | 8 | 4 | -2 | -5 | -2 | 0 | -12 | 6
CCOC(=O)C(=O)N/N=C(/c1ccccc1)c1ccc(OC)cc1 | -12 | -22 | 9 | 6 | 8 | 3 | 13 | 2 | 1 | 17 | -2
C=CCn1c(SCC(=O)NCc2ccco2)nc2sc3c(c2c1=O)CCC3 | 1 | -10 | 3 | 6 | 9 | -6 | -11 | -1 | 2 | -2 | 9
Cc1nc2cccc(C(=O)NCc3ccccc3)c2o1 | 14 | 14 | 2 | -5 | 3 | nt | -10 | -20 | 4 | nt | 2
CCOc1ccc(OC(=O)C(CCS(C)(=O)=O)N2C(=O)c3ccccc3C2=O)cc1 (stereo unspecified) | 4 | 2 | 2 | 1 | -2 | -3 | -24 | 9 | -4 | 5 | 17
CCc1cc(Cn2nc(-c3ccccc3)cc2C(=O)NCc2cccs2)on1 | -8 | 65 | 7 | -8 | 32 | -10 | -10 | -5 | 0 | -14 | 14
Cc1cccc(N(C(=O)c2csnn2)C(C(=O)NC(C)(C)C)c2cccnc2)c1 (stereo unspecified) | 1 | -12 | -7 | 27 | -2 | 4 | -8 | -20 | 0 | 0 | -6
CCc1cccc(NC(=O)CCS(=O)(=O)c2cc3c(cc2C)NC(=O)CO3)c1 | nt | -25 | nt | 12 | 15 | 8 | -5 | 0 | 3 | 134* | 9
CCOn1c(=O)c(-c2cccc3ccccc23)[n+]([O-])c2ccccc21 | 19 | 2 | 7 | -11 | 23 | -4 | 10 | -11 | 0 | 7 | 6
Cc1nn(C)c(Oc2ccccc2)c1CCNS(=O)(=O)c1ccc(Cl)cc1 | 7 | 22 | -2 | 16 | 20 | -4 | -22 | 5 | 0 | -15 | 8

The order is random; any-hit rate near 3.3%.
